Screens from PubChem.
Vif inh: inhibitors of HIV Vif. 340,000 tested, 0.35% active. inhibition, % at 7.49 µM. AID 602346. HEK293T cells, Vif self-association by quenched fluorescence, imaging, 24 h; in the data active = inhibition above about 50%, passing the limit was not always enough; also: some results filed as inactive read as strong as hits
TLR9-MyD88 inh: TLR9-MyD88 interaction inhibition | Q9NR96+Q99836 | CHO BLA complementation TLR9-MyD88, CCF4 FRET ratio | inhibition, % at 4.98 µM | 340,000 tested, 0.21% active | AID 504734;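 active = inhibition above the mean over all tested compounds plus 3 SD, cut at about 21% in these data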;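 also: 0% = DMSO only wells and 100% = clavulanate BLA inhibitor control wells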
ABHD5 PLIN5 PPI: ABHD5-PLIN5 protein interaction inhibition; AID 602281; Split G. princeps luciferase complementation, luminescence, 4 h; inhibition, % at 4 µM; 360,000 tested, 0.78% active; Q00G26+Q8WTS1;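 active = inhibition above the mean inhibition across every tested compound plus 3 SD, cut at about 22% in these data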;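 also: 0% = DMSO only wells and the 100% control is not disclosed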
MC4R antagonist: human MC4R antagonism in cAMP assay; MC4R-expressing cells, MTII-stimulated cAMP, LANCE TR-FRET; inhibition, % at 6.5 µM; AID 540295; 360,000 tested, 0.48% active;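 active = inhibition above its plate's cutoff, the mean of tested wells on that plate plus 3 SD, cut at about 29% in these data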;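 also: 0% = Melanotan II alone and 100% = Melanotan II plus saturating MCL0020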
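Assay system: human MC4R-expressing U2OS cells; reagent: Melanotan II stimulation of cells; dosing: 6.5 µM single dose; timing: compound 30 min, challenge 1 h, detection 1 h; signal: TR-FRET cAMP assay; replicates: one well per compound, no replicates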
NOD2 RIPK2 PPI: NOD2-RIPK2 protein interaction inhibition. O43353. CHO BLA complementation NOD2-RIPK2, CCF4 ratio. inhibition, % at 4.98 µM. 360,000 tested, 0.38% active. AID 624267; in the data active = inhibition above about 21%;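 also: 0% = vehicle only and 100% = reference blocker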
MC4R barr agon: activates human MC4R beta-arrestin recruitment; AID 540308; 360,000 tested, 0.98% active; U2OS MC4R beta-arrestin complementation, luminescence; percent of melanotan II response, DMSO zero; activation, % at 8.9 µM;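 active = activation above a per-plate cutoff, the mean activation of sample wells on that plate plus 3 SD, cut at about 8% in these data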
aDG glyco act: alpha-DG glycosylation activation; AID 624168; 360,000 tested, 0.22% active; Pro5-aDG cells, alpha-DG glycosylation AlphaScreen (IIH6); 0% Pro5, 100% B10-LARGE cell signal; activation, % at 10 µM;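 active = activation of at least 8% versus controls, or a plate z-score of at least 8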;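 also: Pro5 are CHO cells carrying HIG-tagged alpha-DG that lacks glycosylation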
Exocytosis inh: blocks lytic granule exocytosis; TALL-104 LAMP-1 surface exposure, flow cytometry; cells stimulated with thapsigargin and PMA; inhibition, % at 10 µM; 360,000 tested, 0.66% active;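 active = inhibition above about 55%, limit read from the data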
N-glyco inh: N-linked glycosylation inhibition; 360,000 tested, 0.23% active; AID 588692; D54 ERlucT glycosylation luciferase reporter, 24 h; percent of 100 nM tunicamycin response; reporter increase, % at 12.5 µM;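 active = mean luciferase reporter signal, scaled so untreated is 0 and the glycosylation-blocking control 100, at or above a set limit in every replicate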;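 also: luciferase carries N-glycosylation sites so blocking glycosylation raises the light; 0% = median of neutral control wells and 100% = median of 100 nM tunicamycin wells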
ABCB6 inh 2: human ABCB6 transporter inhibition | fluorescence ratio to DMSO, % at 10 µM | 360,000 tested, 0.19% active | K562-ABCB6 porphyrin accumulation, flow cytometry, 1 h; stronger effect = lower value | AID 602162;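 active = fluorescence ratio to DMSO below 75%, the collection mean minus 3 SD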;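 also: signal is porphyrin accumulated inside mitochondria; 100% equals median channel fluorescence of DMSO control wells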
Target sequence (Q9NP58 whole entry, looked up): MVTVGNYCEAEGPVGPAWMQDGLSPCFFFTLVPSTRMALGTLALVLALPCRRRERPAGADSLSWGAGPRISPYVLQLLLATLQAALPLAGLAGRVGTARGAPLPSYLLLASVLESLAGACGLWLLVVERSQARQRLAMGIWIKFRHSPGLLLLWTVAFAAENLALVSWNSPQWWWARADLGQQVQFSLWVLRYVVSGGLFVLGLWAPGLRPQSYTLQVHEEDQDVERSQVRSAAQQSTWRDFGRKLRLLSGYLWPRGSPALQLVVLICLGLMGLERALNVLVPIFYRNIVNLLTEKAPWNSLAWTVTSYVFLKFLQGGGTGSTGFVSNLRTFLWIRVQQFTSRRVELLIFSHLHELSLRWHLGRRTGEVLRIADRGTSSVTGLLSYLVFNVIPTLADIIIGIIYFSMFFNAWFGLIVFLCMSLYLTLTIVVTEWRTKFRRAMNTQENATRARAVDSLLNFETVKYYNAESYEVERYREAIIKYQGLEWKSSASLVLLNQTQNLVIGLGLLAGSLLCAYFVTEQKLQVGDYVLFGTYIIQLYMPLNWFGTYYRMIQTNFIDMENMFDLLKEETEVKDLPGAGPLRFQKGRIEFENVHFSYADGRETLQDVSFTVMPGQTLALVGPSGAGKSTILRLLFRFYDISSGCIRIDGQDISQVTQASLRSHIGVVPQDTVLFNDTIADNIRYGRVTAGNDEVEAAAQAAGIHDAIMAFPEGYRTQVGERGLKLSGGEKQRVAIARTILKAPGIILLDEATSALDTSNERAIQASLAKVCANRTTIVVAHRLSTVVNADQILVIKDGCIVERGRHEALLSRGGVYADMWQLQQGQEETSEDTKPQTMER
Starred values were filed as active, the others as inactive; . = no result given.

Key to letters: A = Vif inh; B = TLR9-MyD88 inh; C = ABHD5 PLIN5 PPI; D = MC4R antagonist; E = NOD2 RIPK2 PPI; F = MC4R barr agon; G = aDG glyco act; H = Exocytosis inh; I = N-glyco inh; J = ABCB6 inh 2
1: C/C(=N/OC(=O)c1ccc(Br)cc1)c1ccc(C)cc1
  A = 1	B = -6	C = 5	D = 2	E = -14	F = -0.2	G = 0.0	H = 6	I = 2	J = 98
2: COC(=O)[C@]12CCCCC=C1N(Cc1ccccc1)C(=O)[C@H](CC(=O)NCCCN1CCCC1=O)C2
  A = .	B = .	C = -2	D = .	E = 6	F = .	G = -0.2	H = 6	I = .	J = 88
3: O=C(NC1CCCC1)C(c1ccc(F)cc1)N(C(=O)c1csnn1)c1ccccc1 (configuration not stated)
  A = 14	B = -7	C = 4	D = -1	E = -5	F = -1.4	G = 0.0	H = -6	I = 0	J = 95
4: Cn1c(-c2ccc(F)cc2)cnc1SCC(=O)N1CCCCC1
  A = -5	B = -13	C = -5	D = 3	E = -8	F = 2.0	G = 0.1	H = -1	I = -16	J = 98
5: CC(CC(=O)O)CC(=O)N1CCN(S(=O)(=O)c2cccs2)CC1 (configuration not stated)
  A = 6	B = -11	C = -1	D = 0	E = 2	F = -3.6	G = 0.0	H = -4	I = 1	J = 98
6: CCn1c(O)c(N=NC(=O)c2cccc(S(=O)(=O)N3CCCCC3)c2)c2ccccc21
  A = -2	B = 7	C = -9	D = 15	E = -10	F = -1.3	G = 0.5	H = 1	I = -2	J = 97
7: Cn1ncc(Cl)c1C(=O)NC1CCCC1
  A = 0	B = 1	C = -2	D = 3	E = -3	F = 0.4	G = -0.1	H = -2	I = 1	J = 94
8: COc1cc(C(C)=O)ccc1OCC(O)CNCC1(N2CCCCC2)CCCCC1 (configuration not stated)
  A = -11	B = -7	C = -10	D = -1	E = -4	F = -1.3	G = 0.2	H = -2	I = 2	J = 94
9: COc1ccc(NS(=O)(=O)c2cccc(C(=O)N/N=C/c3ccc(O)cc3)c2)cc1
  A = -1	B = 4	C = 0	D = 10	E = -5	F = -3.8	G = 0.0	H = -5	I = 1	J = 98
10: CC(C)CN1C(=O)CN(S(C)(=O)=O)CC1(C)C(=O)NC(C)C (configuration not stated)
  A = .	B = .	C = 5	D = .	E = 1	F = .	G = 0.5	H = -6	I = .	J = .
11: O=C(O)CCC(=O)/C=C/c1ccccc1
  A = 9	B = 10	C = 4	D = -1	E = -101	F = -0.8	G = 0.4	H = -1	I = -1	J = 97
12: N#CCNc1ccc([N+](=O)[O-])cc1C#N
  A = 7	B = -4	C = -3	D = -1	E = -3	F = 0.1	G = 0.1	H = -1	I = -1	J = 101
13: Cc1ccccc1NC(=O)Cc1nc(COC(=O)CC(C)c2ccccc2)cs1 (configuration not stated)
  A = 24	B = -11	C = -4	D = 2	E = 4	F = 1.8	G = 0.6	H = -2	I = -1	J = 95
14: Cc1ccc(S(=O)(=O)N2CCC(C(=O)OCC(=O)N(C)CC(=O)Nc3ccc(F)cc3)CC2)cc1C
  A = 2	B = 1	C = 4	D = 7	E = -6	F = 0.2	G = -0.2	H = -1	I = -2	J = 99
15: Cc1ccc(S(=O)(=O)N2CCCC2C(=O)Oc2ccccc2)cc1 (configuration not stated)
  A = 6	B = 1	C = 3	D = 19	E = 18	F = -0.9	G = -0.1	H = -3	I = 2	J = 99

Screen by screen, from the results shown.
TLR9-MyD88 inh, compounds 6 to 9: 7, 1, -7, 4
Vif inh, compounds 6 to 9: -2, 0, -11, -1

Back to the main list, starting 3 compounds before the break.
Key to letters: A = Vif inh; B = TLR9-MyD88 inh; C = ABHD5 PLIN5 PPI; D = MC4R antagonist; E = NOD2 RIPK2 PPI; F = MC4R barr agon; G = aDG glyco act; H = Exocytosis inh; I = N-glyco inh; J = ABCB6 inh 2
13: Cc1ccccc1NC(=O)Cc1nc(COC(=O)CC(C)c2ccccc2)cs1 (configuration not stated)
  A = 24	B = -11	C = -4	D = 2	E = 4	F = 1.8	G = 0.6	H = -2	I = -1	J = 95
14: Cc1ccc(S(=O)(=O)N2CCC(C(=O)OCC(=O)N(C)CC(=O)Nc3ccc(F)cc3)CC2)cc1C
  A = 2	B = 1	C = 4	D = 7	E = -6	F = 0.2	G = -0.2	H = -1	I = -2	J = 99
15: Cc1ccc(S(=O)(=O)N2CCCC2C(=O)Oc2ccccc2)cc1 (configuration not stated)
  A = 6	B = 1	C = 3	D = 19	E = 18	F = -0.9	G = -0.1	H = -3	I = 2	J = 99
16: CCCN(C(=O)CSc1nnnn1C)c1c(N)n(Cc2ccccc2)c(=O)[nH]c1=O
  A = -21	B = 3	C = -9	D = 1	E = 7	F = -1.9	G = -0.3	H = 0	I = -1	J = 97
17: Cc1ccc(-c2c[n+](CC(=O)c3cccs3)c3n2CCC3)cc1
  A = 2	B = 0	C = -3	D = 19	E = -7	F = 0.9	G = 0.0	H = -6	I = 1	J = 101
18: NC(=O)c1ccsc1NC(=O)CS(=O)(=O)c1ccc(F)cc1
  A = 0	B = 5	C = 8	D = 4	E = 5	F = -3.7	G = -0.3	H = -1	I = 0	J = 100
19: N#CCNC(=O)C1c2ccccc2Oc2ccccc21
  A = -7	B = -8	C = -10	D = 9	E = 3	F = -0.7	G = -0.1	H = -6	I = 1	J = 96
20: CCCNC(=O)Nc1ccc(F)c(Cl)c1
  A = 10	B = 7	C = 4	D = 9	E = -2	F = 0.3	G = -0.2	H = -1	I = 0	J = 103
21: CCCc1nnc(NC(=O)Cn2c(=O)sc3ccccc32)s1
  A = -19	B = -3	C = -5	D = 1	E = 0	F = -1.0	G = -0.2	H = -10	I = 2	J = 101
22: Cc1cccc(C)c1OCc1n[nH]c(=S)o1
  A = -3	B = 0	C = 7	D = 7	E = -11	F = 0.2	G = 0.2	H = 0	I = 1	J = 100
23: Nc1ncnc2c1ncn2[C@@H]1O[C@H](CNC(=O)[C@@H](N)Cc2ccc(C(F)(F)F)cc2)[C@@H](O)[C@H]1O
  A = -5	B = -2	C = 3	D = 2	E = -3	F = 1.1	G = -0.1	H = 12	I = 0	J = 102
24: O=C(O)c1ccc(/C=N/NC(=S)NCCN2CCOCC2)cc1
  A = 1	B = 11	C = 2	D = -1	E = 7	F = 4.0	G = 0.2	H = 1	I = 3	J = 102
25: COc1ccccc1-n1c(C)cc(C=O)c1C
  A = -11	B = -5	C = 0	D = 3	E = 4	F = -0.7	G = -0.1	H = -2	I = -1	J = 106
26: CC(C)C[C@H]1CNC(=O)C(=O)N1CC1CCN(CC2CCC(C)CC2)CC1 (some centres not stated)
  A = 3	B = .	C = 5	D = .	E = -8	F = .	G = 0.2	H = 4	I = -2	J = 99

An excerpt from above with just aDG glyco act.
nr	mol	aDG glyco act
20	CCCNC(=O)Nc1ccc(F)c(Cl)c1	-0.2
25	COc1ccccc1-n1c(C)cc(C=O)c1C	-0.1
21	CCCc1nnc(NC(=O)Cn2c(=O)sc3ccccc32)s1	-0.2

A portion of the library, so the mix of outcomes need not match the whole.
